From PubChem BioAssay
GPR151 activ – activates the human receptor GPR151. actives 1% (n = 650,000). PathHunter beta-arrestin GPR151 cells, luminescence. activation, % at 11.2 µM; in the data active = activation above about 4.9%;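 note: 0% = median of compound wells and 100% = cells with positive control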
Target sequence (Q8TDV0 whole entry, looked up): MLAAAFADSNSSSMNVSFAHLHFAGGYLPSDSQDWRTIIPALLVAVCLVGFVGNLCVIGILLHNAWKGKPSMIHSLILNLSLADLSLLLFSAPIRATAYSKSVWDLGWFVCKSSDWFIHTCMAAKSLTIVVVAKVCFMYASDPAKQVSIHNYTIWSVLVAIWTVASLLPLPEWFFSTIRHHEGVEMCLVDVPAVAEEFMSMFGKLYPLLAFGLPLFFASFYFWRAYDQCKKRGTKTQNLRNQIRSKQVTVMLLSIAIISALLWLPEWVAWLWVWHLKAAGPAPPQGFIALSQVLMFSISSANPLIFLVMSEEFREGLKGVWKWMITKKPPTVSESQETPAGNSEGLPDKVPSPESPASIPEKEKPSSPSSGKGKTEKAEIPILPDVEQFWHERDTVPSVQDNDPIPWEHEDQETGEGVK
TEAD-YAP inh – TEAD-YAP interaction inhibition; actives 1.4% (n = 640,000); HEK-TIYL cells, TEAD-Gal4/YAP UAS-luciferase luminescence; inhibition, % at 9.12 µM; in the data active = inhibition above about 32%;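 note: 0% = median of test compound wells and 100% = reference inhibitor wells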
MITF inh – human MITF inhibition, primary screen | O75030 | AlphaScreen MITF homodimerization, bead proximity signal | inhibition, % at 2.6 µM | actives 0.91% (n = 650,000); in the data active = inhibition above about 50%;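 note: 0% = vehicle wells with protein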
Target sequence (O75030 whole entry, looked up): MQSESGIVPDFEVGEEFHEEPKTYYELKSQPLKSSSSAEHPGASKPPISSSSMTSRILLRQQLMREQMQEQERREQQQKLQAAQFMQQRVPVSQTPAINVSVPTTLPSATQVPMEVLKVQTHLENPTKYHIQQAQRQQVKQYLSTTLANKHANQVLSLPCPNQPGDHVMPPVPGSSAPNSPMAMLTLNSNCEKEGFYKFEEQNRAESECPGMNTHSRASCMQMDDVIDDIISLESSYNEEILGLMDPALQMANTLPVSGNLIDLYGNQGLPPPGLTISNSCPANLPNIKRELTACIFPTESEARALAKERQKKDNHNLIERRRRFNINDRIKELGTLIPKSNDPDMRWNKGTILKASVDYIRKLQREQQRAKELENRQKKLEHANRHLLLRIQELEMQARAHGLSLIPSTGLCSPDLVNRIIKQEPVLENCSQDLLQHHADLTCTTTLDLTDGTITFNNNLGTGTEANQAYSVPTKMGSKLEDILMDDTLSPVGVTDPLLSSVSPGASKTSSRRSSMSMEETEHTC
FBW7 activator – human FBW7 E3 ligase activation, primary screen | Q969H0 | AlphaScreen FBW7–phospho-cyclin E peptide binding, activator screen | normalized activity (activation), % at 26.1 µM | actives 0.13% (n = 650,000) | AID 1259310; in the data active = normalized activity above about 1.9%;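 note: purified mutant Fbw7 with reduced substrate affinity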
Active calls of the source: *; . = not tested or not shown; & = joins results of further samples.

SMILES	GPR151 activ	TEAD-YAP inh	MITF inh	FBW7 activator
COc1cc2ncnc(Nc3cccc(Br)c3)c2cc1OC	0.0	.	-9	-0.1
COc1ccc(-n2nc3c(c2NC(=O)c2cc(Br)ccc2Cl)CSC3)cc1	-0.8	9	2	-0.1
CCN(CC)C(=O)c1ccc2c(c1)C(=O)N(c1cccc([N+](=O)[O-])c1)C2=O	0.3	10	11	0.1
CCCOc1ccc(/C(O)=C2\C(=O)C(=O)N(c3nccs3)C2c2cccs2)cc1 (centres undefined)	-0.5	-6	3	-0.1
CC1=C(C(=O)OCc2ccccc2)C(c2ccccc2Br)C2=C(CC(C)(C)CC2=O)N1 (centres undefined)	-1.8	-5	7	-0.1
CCN1CCC(N(Cc2ccco2)C(=O)Nc2ccc(C)c(F)c2)CC1	-0.7	-1	10	0.0
O=C(N/N=C/c1cccc(C(F)(F)F)c1)c1cccs1	-0.5	-58	-8	0.1
NS(=O)(=O)c1ccc(Nc2nc3ncn(Cc4ccccc4)c3c(=O)[nH]2)cc1	-1.7	6	29	0.1
Cc1ccc(OC(=O)N2CCN3C(=O)[C@@H](C(C)C)NC(=O)[C@H]3C2)cc1	0.9	-16	3	0.0
CCCCC[C@@H](O)/C=C/[C@@H]1[C@H](C/C=C\CCCC(=O)O)[C@@H](O)C[C@H]1O	-0.6	.	13	.
Clc1ccc(N2CCC3(CC2)OCCO3)nn1	-0.7	-58	14	1.0
Cc1cc(C=C2C(=O)NC(=O)NC2=O)c(-c2ccccc2)n1-c1ccccc1	1.3	3	-2	-0.1
CN(C)CCNC(=O)c1sc2nc(-c3ccccc3)cc(C(F)(F)F)c2c1N	-0.7	0	5	0.1
COc1ccc(C2=NN(C(=O)CSc3nnc(CNC(=O)c4ccc([N+](=O)[O-])cc4)n3C)C(c3ccc(C)cc3)C2)cc1 (centres undefined)	0.2	14	9	-0.2
O=C(CSc1nnc(-c2ccncc2)n1C1CCCCC1)Nc1cccc(O)c1	0.6	-8	6	-0.1
Cc1cc(C)nc(NS(=O)(=O)c2ccc(Nc3nc(-c4ccncc4)cs3)cc2)n1	0.8	-7	2	0.6
CCOC(=O)c1cc(CC)sc1NC(=O)c1cc2cc(OC)ccc2oc1=O	-1.6	-2	-13	0.0
COc1ccc(Cl)cc1NC(=O)CCCS(=O)(=O)c1nc(-c2ccc(OC)c(OC)c2)cc(C(F)(F)F)n1	0.8	-6	1	0.0
O=C(CN1C(=O)c2ccccc2S1(=O)=O)N1C2CCC1CC(c1ccc(F)cc1)C2 (centres undefined)	0.7	-12	1	0.1
CC1(C)CC(NC(=O)CCc2cc(C(C)(C)C)c(O)c(C(C)(C)C)c2)CC(C)(C)N1	2.1	2	2	0.1

Whole records, quoted from the list. Order of values: GPR151 activ | TEAD-YAP inh | MITF inh | FBW7 activator
CCN1CCC(N(Cc2ccco2)C(=O)Nc2ccc(C)c(F)c2)CC1 reads -0.7 | -1 | 10 | 0.0
O=C(CN1C(=O)c2ccccc2S1(=O)=O)N1C2CCC1CC(c1ccc(F)cc1)C2 (centres undefined) reads 0.7 | -12 | 1 | 0.1

Further results.
SMILES	GPR151 activ	TEAD-YAP inh	MITF inh	FBW7 activator
CC1(C)CC(=O)c2cc(-c3ccc(Br)cc3)n(CC(=O)O)c2C1	2.2	11	1	-0.1
COc1ccc(/C=C2/N=C(c3cc([N+](=O)[O-])ccc3OC)OC2=O)cc1	-1.2	-20	1	0.0
N#C/C(=C\Nc1ccccc1)c1nc(-c2ccccc2)cs1	0.4	11	1	0.0
O=C(Cn1cccc1)NCCc1ccc(Cl)cc1	2.3	-11	15	0.2
Oc1c(C(Nc2ccccn2)c2cccnc2)ccc2cccnc12 (centres undefined)	-1.4	15	58*	-1.8
CCN(CCn1cccn1)c1nc2nonc2nc1NCc1cccs1	0.5	-10	12	0.1
Cc1cc2c(n1-c1ccc(C(=O)NCCN(C)C)cc1)CCCC2	-2.0	2	7	-0.1
O=C(O)c1cnn2c(C(F)(F)F)cc(-c3ccc(F)cc3)nc12	0.8	-1	5	-0.1
Cc1cc2ncn(/N=C/c3ccc4c(c3)OCO4)c2cc1C	0.3	-21	7	0.0
c1ccc(C(c2nnnn2C(c2ccccc2)c2ccccc2)N2CCOCC2)cc1 (centres undefined)	-1.6	-10	-3	-0.1
COCCCn1c(=C(C#N)C#N)s/c(=C/c2ccc(OC)c(OC)c2OC)c1=O	-0.1	-3	-4	-0.2
CC1CCCN(C(=O)C(=O)c2c[nH]c3ccccc23)C1 (centres undefined)	-0.6	-7	21	1.5
CCOC(=O)c1c(NC(=O)c2c(C(=O)O)cccc2[N+](=O)[O-])sc2c1CCCC2	-0.1	2	-7	-0.4
CCc1c(C)c2ccc(OC(C)=O)c(I)c2oc1=O	-0.8	-4	13	-0.1
O=S(=O)(NCCc1ccccc1)c1ccc(NS(=O)(=O)c2ccc(F)cc2)cc1	-1.0	5	11	0.0
COc1ccccc1C(=O)NCC(c1ccc2c(c1)CCN2C)N1CCOCC1 (centres undefined)	-1.2	9	1	0.3
CCC(=O)N1c2ccccc2-c2nnc(SC)nc2OC1c1ccc(Br)s1 (centres undefined)	-1.5	-2	4	-0.1
CC(=O)Oc1ccc(-c2cccc(C(=O)O)c2)cc1	-4.6&-2.2	-8&-3	-8&-4	-0.1&0.0
CCS(=O)(=O)N1CCC(C(=O)NCCOC)CC1	2.8	7	14	0.4
CCCC(c1nnnn1Cc1ccc2c(c1)OCO2)N1CCN(C)CC1 (centres undefined)	-1.4	11	14	0.4

Some of the entries above, set out differently.
SMILES | GPR151 activ | TEAD-YAP inh | MITF inh | FBW7 activator
CC1(C)CC(=O)c2cc(-c3ccc(Br)cc3)n(CC(=O)O)c2C1 | 2.2 | 11 | 1 | -0.1
COc1ccc(/C=C2/N=C(c3cc([N+](=O)[O-])ccc3OC)OC2=O)cc1 | -1.2 | -20 | 1 | 0.0
N#C/C(=C\Nc1ccccc1)c1nc(-c2ccccc2)cs1 | 0.4 | 11 | 1 | 0.0
O=C(Cn1cccc1)NCCc1ccc(Cl)cc1 | 2.3 | -11 | 15 | 0.2
Oc1c(C(Nc2ccccn2)c2cccnc2)ccc2cccnc12 (centres undefined) | -1.4 | 15 | 58* | -1.8
CCN(CCn1cccn1)c1nc2nonc2nc1NCc1cccs1 | 0.5 | -10 | 12 | 0.1
Cc1cc2c(n1-c1ccc(C(=O)NCCN(C)C)cc1)CCCC2 | -2.0 | 2 | 7 | -0.1
O=C(O)c1cnn2c(C(F)(F)F)cc(-c3ccc(F)cc3)nc12 | 0.8 | -1 | 5 | -0.1
Cc1cc2ncn(/N=C/c3ccc4c(c3)OCO4)c2cc1C | 0.3 | -21 | 7 | 0.0
c1ccc(C(c2nnnn2C(c2ccccc2)c2ccccc2)N2CCOCC2)cc1 (centres undefined) | -1.6 | -10 | -3 | -0.1
COCCCn1c(=C(C#N)C#N)s/c(=C/c2ccc(OC)c(OC)c2OC)c1=O | -0.1 | -3 | -4 | -0.2
CC1CCCN(C(=O)C(=O)c2c[nH]c3ccccc23)C1 (centres undefined) | -0.6 | -7 | 21 | 1.5
CCOC(=O)c1c(NC(=O)c2c(C(=O)O)cccc2[N+](=O)[O-])sc2c1CCCC2 | -0.1 | 2 | -7 | -0.4
CCc1c(C)c2ccc(OC(C)=O)c(I)c2oc1=O | -0.8 | -4 | 13 | -0.1
O=S(=O)(NCCc1ccccc1)c1ccc(NS(=O)(=O)c2ccc(F)cc2)cc1 | -1.0 | 5 | 11 | 0.0
COc1ccccc1C(=O)NCC(c1ccc2c(c1)CCN2C)N1CCOCC1 (centres undefined) | -1.2 | 9 | 1 | 0.3

Continuation:
SMILES	GPR151 activ	TEAD-YAP inh	MITF inh	FBW7 activator
COC(=O)Cc1nc(NCc2ccccc2)c2c(C)c(C)sc2n1	0.8	67*	8	0.8
CCOC(=O)CSc1nc(N2CCOCC2)c2c(c1C#N)CCCC2	1.0	-23	-6	-0.1
COC(=O)c1ccc(NC(=O)/C(=C\c2ccco2)NC(=O)c2ccccc2Cl)cc1	-0.1	13	-1	-0.1
O=C(Nc1ccc(F)cc1Cl)c1cc2c(=O)oc3ccccc3c2s1	-0.5	13	-1	0.1
CN(CC(=O)Nc1ccc(F)cc1F)S(=O)(=O)c1cccc2nsnc12	0.8	7	5	0.1
COC(=O)N(C)Cc1nc2ccccc2n1Cc1c(F)cccc1Cl	1.7	1	15	0.0
CCCCC(=O)Nc1cccc(-c2nnc(-c3ccccc3)o2)c1	-0.5	-21	-6	0.1
COc1ccc(Br)cc1/C=c1\sc2nnc(-c3ccccc3)n2c1=O	-1.7	1	3	-0.2
CCc1c(C)sc(NC(=O)/C=C/c2ccc(F)cc2)c1C(N)=O	-0.4	-7	-8	-0.1
CCC(Sc1ccc2nnc(-c3cccnc3)n2n1)C(=O)O (centres undefined)	-2.5	-1	-4	0.2
Cc1ccc(CCNC(=O)C2CCC(=O)N2C2CCCCC2)cc1 (centres undefined)	0.0	2	4	-0.2
CC(C)N1CCc2c(sc(NC(=O)CCS(=O)(=O)c3ccccc3)c2C#N)C1	-2.3	0	8	0.0
CC(C)N1CCc2c(sc(NC(=O)c3ccc(S(=O)(=O)N4CCCCC4)cc3)c2C(N)=O)C1	-0.9	5	14	-0.1
COC(=O)C1=C(N)Oc2c(oc(CO)cc2=O)C1c1cccs1 (centres undefined)	-1.1	6	1	-0.4
COc1ccc(-c2ccc(C(=O)NCCO)s2)cc1	-12	-40	-3	-0.1
O=C(Cn1cccn1)NCCOc1ccc(F)cc1	-2.0	-9	4	0.0
CC1CCc2c(sc(NC(=O)c3nn4c(c3Cl)NC(c3cccs3)CC4C(F)(F)F)c2C#N)C1 (centres undefined)	-1.2	2	-7	0.1
COCCNc1nccn2c(-c3ccc(CO)cc3)cnc12	-1.1	-22	0	1.4
COc1cc(C(=O)N2CCN(Cc3ccc(F)cc3)CC2)cc(OC)c1OC	-0.3	2	33	-0.1
Cc1ccc(NC2=NC(C)(C)N=C(N)N2)c(C)c1	-1.8	0	-9	0.0
NC(=O)OCCNC(=O)c1cc2ccccc2oc1=O	0.8	4	5	0.0
O=S(=O)(c1ccccc1)n1nc(-c2cccnc2)nc1NCc1cccs1	1.4	0	0	-0.1
COC(=O)c1cc(NC(=O)CSc2ccccc2)cc(C(=O)OC)c1	3.3	8	12	0.0
CCOC(=O)c1c(NC(C)=O)sc(C)c1-c1ccccc1	0.2	12	22	0.4
O=C(O)CCC(=O)Nc1ccc(COc2ccccc2)cc1	-0.3	-4	-5	-0.2
COc1cc(/C=N/NC(=O)C2COc3ccccc3O2)cc([N+](=O)[O-])c1O (centres undefined)	-0.6	-5	-10	0.0
Cc1ccc(/C(O)=C2/C(=O)C(=O)N(CCC(=O)O)C2c2ccc(C(C)C)cc2)cc1 (centres undefined)	-1.0	1	-13	0.0
C=CCOC(=O)C1=C(C)Nc2ncnn2C1c1ccc(F)cc1 (centres undefined)	1.6	5	-4	0.1
Cc1nc(N2CCC(C)CC2)nc(NCc2ccccc2)c1[N+](=O)[O-]	-0.1	0	-2	0.6
COCCN1Cc2cccc(C(=O)Nc3ccccc3F)c2C1=O	1.0	14	4	-0.1
O=c1ccc2cc(S(=O)(=O)NCc3cccs3)ccc2o1	-1.0	5	7	-0.1
CC1=CC(C)(C)Nc2ccc(OC(=O)CN3C(=O)c4ccccc4C3=O)cc21	0.0	-24	4	-0.6
COc1ccc(CCNC(=O)c2ccc3c(c2)nc(C)n3-c2ccc(Br)cc2)cc1OC	-1.0	8	8	0.0
COc1cccc(-c2nc3sc4c(c3c(=O)n2CC(=O)Nc2ccc(C)c(Cl)c2)CCCC4)c1	0.3	-1	6	0.0
COc1ccc(Cn2ncc3c4sc(C)cc4n(C)c3c2=O)cc1	-1.0	5	15	0.6
CCN1C(C(=O)c2ccccc2)=C(Nc2ccc(C)cc2)c2ccccc2S1(=O)=O	-0.7	3	36	-0.4
O=C(NNS(=O)(=O)c1ccc([N+](=O)[O-])cc1)c1ccc(Br)cc1	-0.5	1	3	-0.1
ClCCN1C2=NCCCN2c2ccccc21	-0.3	-2	11	0.2
C=CCN1C(=O)/C(=C2\SC(N3CC(C)OC(C)C3)=NC2=O)c2cc(Br)ccc21 (centres undefined)	1.8	-4	11	0.0
Nc1nonc1-n1nnc(C(=O)N/N=C/c2ccc(O)cc2O)c1-c1ccccc1	-0.9	18	17	-0.9
c1ccc(N2CCN(c3cc(Nc4ccc5c(c4)OCO5)ncn3)CC2)nc1	0.4	-15	8	-0.3
CCc1c(C)sc(NC(=O)c2c(C)c(-c3ccccc3)nc3ccccc23)c1C(=O)OC	1.2	-1	4	0.1
O=C1NC(=O)c2c(NC(=O)c3coc4ccccc4c3=O)cccc21	1.3	3	-13	-0.1
NC(=O)Nc1ccc(C(=O)OCC(=O)NC(c2ccccc2)c2ccccc2)cc1	1.3	11	8	0.1
CC(C)NC(=O)COC(=O)c1ccc(I)cc1	-0.2	0	1	-0.1
CCN1C(=O)CC(C(=O)OC)C12CCN(C(=O)CN1CC(c3ccccc3)CC1=O)CC2 (centres undefined)	-0.2	8	7	0.9
COC(=O)c1cc(S(=O)(=O)NCC(C)c2ccccc2)cn1C (centres undefined)	-1.0	-5	-18	-0.1
COc1cc(C(=O)Nc2ccc(C(N)=O)cc2)ccc1OCc1c(C)noc1C	-1.0	1	6	0.0
Clc1cccc(/C=C/c2nc3cc4ccccc4cc3o2)c1	-0.9	-20	-5	0.7
COc1ccc(C2C(C(=O)O)c3ccccc3C(=O)N2c2ccc(C)cc2)cc1OC (centres undefined)	-1.0	-10	3	0.6
O=C(COc1ccc(Br)cc1)Nc1ccc2c(c1)C(=O)NC2=O	-1.0	-2	-21	0.0
COc1ccc(OC)c(C(=O)CSC#N)c1	1.5	8	-8	-0.5
Cc1ccccc1-c1nc(CN2CCC(C(=O)N3CCC(C(N)=O)CC3)CC2)c(C)o1	0.0	0	1	-0.2
